Compound activity as filed in PubChem.
D2 potentiator: positive allosteric modulators of human D2 dopamine receptor | HEK293 T-REx D2, calcium flux, EC20 dopamine potentiation | potentiation, % at 10 µM | 0.34% of 340,000 active | AID 485347;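 active means potentiation over 3 SD above the plate norm, cut at about 30% in these data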; further: 0% is about no effect
Target sequence (P14416 whole entry, looked up): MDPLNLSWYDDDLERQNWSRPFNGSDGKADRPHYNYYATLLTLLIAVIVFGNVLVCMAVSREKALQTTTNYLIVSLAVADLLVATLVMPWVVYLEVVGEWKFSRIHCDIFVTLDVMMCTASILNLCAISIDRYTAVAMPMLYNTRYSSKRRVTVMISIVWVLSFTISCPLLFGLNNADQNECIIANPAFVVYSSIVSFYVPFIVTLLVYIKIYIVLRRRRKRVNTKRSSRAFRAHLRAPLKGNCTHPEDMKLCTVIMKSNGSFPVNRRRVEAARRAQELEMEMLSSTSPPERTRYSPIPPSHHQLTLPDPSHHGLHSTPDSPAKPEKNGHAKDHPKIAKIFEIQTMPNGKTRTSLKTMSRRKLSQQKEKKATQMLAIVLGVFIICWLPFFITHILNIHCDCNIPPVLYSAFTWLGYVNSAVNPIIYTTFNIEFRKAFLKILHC
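Calcium flux readout, no-wash dye, 1 read/s. Inducible HEK293 Trex D2 line, overnight 30 C. Compound alone 180 s (agonist flags), then EC20 dopamine, another 180 s to score potentiation.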
Glioma ERSR ind: induces the endoplasmic reticulum stress response in human glioma cells. U87-MG GRP78 promoter luciferase reporter, 16 h. Potency, µM, for inactives: top-dose activation, hits mostly activators. 0.02% of 420,000 active. AID 602332; further: potency means the concentration at half of the fitted maximal effect; series mostly up to about 76 µM; % of control where 0% means no effect; nearly all actives have a fitted effect of over 35% in size
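Stably transfected U87-MG human glioma cells carrying a GRP78-based luminescent sensor were seeded at 1000 cells/well, pin-dosed with compounds and incubated 16 h. Luciferase reagent was then added, and end-point luminescence was read after 10 min at room temperature.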
RXFP1 agonist: agonists of human relaxin receptor RXFP1 | Q9HBX9 | HEK293T-RXFP1 cAMP TR-FRET, 30 min; response scale: percent of porcine relaxin response, buffer zero | Potency, µM (highest dose often 57.5 µM), inactives show top-dose activation, usual class: activators | 0.3% of 370,000 active | AID 2676; further: potency means the concentration at half of the fitted maximal effect; on the % scale 0 is the no-effect control and ±100 the full control effect; nearly all actives have a fitted effect of over 60% in size; many of its hits are not listed in these tables
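cAMP rise read by TR-FRET after 30 min, 37C compound exposure (up to 58 uM) in RXFP1-transfected HEK293 cells with Ro 20174 present. EC50 from Hill-equation fits, with 29 nM porcine relaxin as 100% and buffer as basal.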
D1 antag: human D1 dopamine receptor antagonism; activity change, negative = inhibition, % at 10 µM; HEK293 TREx D1 cells, calcium flux, dopamine EC80; stronger effect = lower value; 3.2% of 360,000 active; AID 504652; in the data active means activity change below about -30%; further: on the % scale 0 is the no-effect control and ±100 the full control effect
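Tetracycline-induced HEK293 T-REx cells with force-coupled D1 receptor were loaded with a no-wash calcium dye. Compound was added after a 10 s baseline and read kinetically for 180 s; EC80 dopamine was then added and calcium flux followed another 180 s.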
D1 agonist: human D1 receptor agonism; P21728; 1% of 360,000 active; HEK293 T-REx D1 cells, calcium flux, agonist mode; AID 504660; activation, % at 2 µM; in the data active means activation above about 30%; further: 0% is about no effect
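Agonism was scored from calcium flux recorded over 180 s (1 read/s) after pintool compound addition, following a 10-cycle baseline. Cells were inducible force-coupled HEK293 TREx D1, plated overnight at 30 C and loaded with no-wash calcium dye.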
Vif-A3G inh: Vif-A3G binding inhibition; Potency, µM (series often up to 46.1 µM), for the others: at the top dose activity, negative = active, hits mostly inhibitors; Q9HC16; HeLa A3G-eYFP + Vif (tagged APOBEC3G with the HIV-1 protein that degrades it), YFP fluorescence, overnight; AID 602310; 0.076% of 410,000 active;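 further: potency means the concentration at half of the fitted maximal effect; on the % scale 0 is the no-effect control and ±100 the full control effect; nearly all actives have a fitted effect of over 60% in size; hits raise eYFP signal because A3G escapes Vif-driven loss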
Target sequence (Q9HC16 whole entry, looked up): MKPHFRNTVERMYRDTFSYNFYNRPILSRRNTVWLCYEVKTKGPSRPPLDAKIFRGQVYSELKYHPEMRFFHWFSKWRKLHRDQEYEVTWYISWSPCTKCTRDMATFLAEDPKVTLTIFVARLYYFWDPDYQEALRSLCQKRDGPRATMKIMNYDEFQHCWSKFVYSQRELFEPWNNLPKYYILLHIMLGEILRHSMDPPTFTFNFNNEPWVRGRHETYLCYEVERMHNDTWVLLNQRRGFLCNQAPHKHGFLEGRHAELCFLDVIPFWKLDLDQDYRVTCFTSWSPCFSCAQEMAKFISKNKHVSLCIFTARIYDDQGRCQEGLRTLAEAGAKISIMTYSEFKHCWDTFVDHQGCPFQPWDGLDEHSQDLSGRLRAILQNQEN
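HeLa cells stably expressing Vif and C-terminally eYFP-tagged A3G, seeded overnight at 37 deg C, then exposed to compound by pintool overnight at 37 deg C. Rise in yellow fluorescence (Ex 488/Em 500-530, Acumen) marks blocked Vif-driven A3G degradation.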
LDHA inh: LDHA (human) enzyme inhibition; purified LDHA, NADH/diaphorase-resazurin fluorescence; stronger effect = lower value; activity change, % (values are at about 110 or 230 µM); 0.15% of 480,000 active; P00338; in the data active means activity change below about -30%; inconclusive means mostly about -25% to -30%;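 further: plate controls were DMSO wells for no effect and wells without enzyme for full effect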
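Human LDH5 (2 nM) was incubated with 0.06 mM NADH and 0.2 mM pyruvate for 5 min at room temperature in Tris pH 7.4. Remaining NADH was coupled through diaphorase/resazurin, and resorufin fluorescence was read at 0 and 20 min.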
D1 potentiator: human D1 dopamine receptor positive modulation; P21728; HEK293 TREx D1 cells, calcium flux, dopamine EC20 potentiation; potentiation, % at 10 µM; 0.036% of 360,000 active; AID 504651; in the data active means potentiation above about 30%; further: 0% is about no effect
Vif-A3F inh: blocks the Vif interaction with APOBEC3F | Potency, µM (top dose mostly 46.1 µM), inactives show at the highest dose activity, negative = active | AID 602313 | HeLa A3F-eYFP + Vif (tagged APOBEC3F with the HIV-1 protein that degrades it), YFP fluorescence increase | 0.2% of 390,000 active; further: potency means the concentration at half of the fitted maximal effect; % of control where 0% means no effect; nearly all actives have a fitted effect of over 65% in size
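Fluorescence increase (Ex 488/Em 500-530) after overnight compound treatment at 37 deg C flags inhibition of Vif-driven A3F-eYFP loss in stable HeLa A3F-eYFP/Vif cells seeded overnight beforehand.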
Active calls of the source: *; ? = inconclusive; nt = no result given; & = joins results of further samples. Unless noted, the call rests on the fitted dose curve; in most records, active means well fitted curve in the direction sought with a large enough effect; inconclusive means small, poorly fitted or top-dose-only effect, or another doubt; inactive means no such curve, though single readings can be large; an effect the other way counts as inactive or inconclusive. The list is partial; rates above refer to the full screens.

SMILES	D2 potentiator	Glioma ERSR ind	RXFP1 agonist	D1 antag	D1 agonist	Vif-A3G inh	LDHA inh	D1 potentiator	Vif-A3F inh
CCCOc1ccc(Cc2nc(N)nc(N)n2)cc1	6	0%	-0.1%	-6	2	-1%	-9	-10	-5%
CCOC(=O)c1c(N)n(-c2ccc(C)c(Cl)c2)c2nc3ccccc3nc12	13	-1%	0.7%	-5	0	-2%	-5	0	9%
CCN1C(=O)N[C@@H](c2ccco2)C(C(=O)OC)=C1C	nt	-2%	nt	nt	nt	1%	-8	nt	5%
NS(=O)(=O)c1cccc(NC(=O)c2ccc3nc[nH]c3c2)c1	10	-1%	5.8%	-7	0	2%	-1	-4	-25%
Cc1ccccc1NC(=O)c1ccccc1NS(=O)(=O)c1cccc2cccnc12	3	-5%	0.7%	6	4	0%	2	0	-1%
CCCCCCNc1nc(-c2ccc(OC)cc2)c(CCC(=O)O)s1	-3	-2%	-0.2%	7	0	-4%	2	1	4%
COCCCNC(=O)CCCn1c(=O)c2ccccc2n(CC(=O)Nc2c(C)cccc2C)c1=O	-12	-4%	2.8%	3	2	-4%	-3	-4	1%
Cc1cccc(N2CCN(S(=O)(=O)c3c(C(=O)N4CCCCC4)c(C)n(C)c3C)CC2)c1C	-4	-9%	-1.5%	10	-1	-1%	2	0	2%
CS(=O)(=O)N(Cc1ccccc1)c1ccc(C(=O)NCCSCc2ccco2)cc1	8	-3%	0.5%	-7	9	2%	-7	-4	3%
Cc1ccc(Cl)cc1-n1c(=O)cc(N2CC(C)OC(C)C2)[nH]c1=O (stereo not drawn)	-3	-6%	-0.4%	9	4	-1%	4	3	0%
CCOC(=O)c1[nH]c(CSc2nnc(-c3ccc(OC)cc3)o2)c(C(=O)OCC)c1C	-4	-6%	2.6%	5	2	1%	-3	7	8%
CCn1c(=O)cc(SCC(=O)NCCN2CCN(Cc3ccccc3)CC2)c2ccccc21	-22	-5%	7.6%	-33*	0	0%	-5	-2	-15%
Cc1c(C(=O)N2CCCC2)oc2c1-c1nn(CC(=O)NCc3cccc(F)c3)cc1CC2	2	-1%	0.1%	-13	-1	3%	15	-2	3%
Cc1nc(N2CCOCC2)nc(Oc2ccccc2)c1[N+](=O)[O-]	6	-2%	0.1%	19	5	-1%	-3	-3	-4%
O=C1CC(c2ccco2)Sc2nc3ccccc3n21 (stereo not drawn)	-3	-5%	-0.2%	1	1	0%	4	-7	-4%
CC1(C)CC(=O)c2cnc(NC(=O)C3CCCC3)nc2C1	10	0%	0.6%	5	-1	2%	-2	6	1%
CN1CCN(S(=O)(=O)c2ccc(NC(=S)NC(=O)c3ccc(Cl)cc3)cc2)CC1	2	4%	0.5%	-57*	30*	3%	-7	-16	-11%
CCOC(=O)C1=C(N)N(c2ccc(N3CCCCC3)cc2)C(=O)C1	0	-3%	-0.2%	-3	0	-4%	1	-3	-3%
Cc1ccc(Cl)cc1NC(=O)CCNC(=O)N1CC(=O)Nc2ccccc21	1	-2%	-1.1%	-2	3	2%	-3	-6	-10%
c1ccc(C2c3c(ccc4ccccc34)Oc3ncn4nc(-c5ccco5)nc4c32)cc1 (stereo not drawn)	-4	-5%	-1.2%	-4	2	2%	-4	3	-2%
C=CCNC(=O)c1ccccc1NC(=O)c1ccc(Cl)c(S(=O)(=O)Nc2cc(C)ccc2C)c1	14	3%	4.3%	-12	5	0%	0	1	-6%
Cc1ccc(CN2CC(C(=O)N3CCN(c4ccccc4Cl)CC3)CC2=O)cc1 (stereo not drawn)	7	-3%	2.4%	-17	2	-3%	-3	-1	-3%
O=C(NC1CCSc2ccccc21)c1cccc(Br)c1 (stereo not drawn)	nt	0%	0.0%	9	3	1%	0	-2	5%
CS(=O)(=O)c1ccc2nc(NC(=O)c3ccc(N4C(=O)CCC4=O)cc3)sc2c1	1	-3%	5.8%	-16	3	-1%	7	2	-14%
Cc1ccc2[nH]c(C(=O)O)c(NC(=O)CN3CCN(c4cccc(C)c4C)CC3)c2c1	-3	2%	0.4%	17	4	-11%	5	2	11%
(listing goes on)
SMILES	D2 potentiator	Glioma ERSR ind	RXFP1 agonist	D1 antag	D1 agonist	Vif-A3G inh	LDHA inh	D1 potentiator	Vif-A3F inh
COc1cc(C(=O)NCC(=O)OCC(=O)Nc2nnc(-c3ccccc3)o2)cc(OC)c1OC	-3	-2%	0.0%	-2	-1	-1%	-4	-4	-11%
NC(=O)CCC(=O)N1CCCC(C(=O)c2ccc3c4c(cccc24)CC3)C1 (stereo not drawn)	7	-3%	3.6%	1	2	-2%	-2	-4	-5%
O=C(CN(c1ccc([N+](=O)[O-])cc1)S(=O)(=O)c1ccccc1)N1CCCCC1	nt	7%	-2.6%	-7	0	0%	0	-6	0%
COc1ccc(CC(=O)Nc2ccc(F)c(F)c2F)cc1S(=O)(=O)N1CCOCC1	5	-2%	2.9%	-20	2	-3%	-4	0	-6%
CCCCCCc1nc2ccccc2c(=O)n1NC(=O)c1c(O)c2cccc3c2n(c1=O)CCC3	-9	nt	5.8%	6	2	nt	nt	1	nt
CCOC(=O)c1cnn(-c2ccccc2)c1NC(=O)CSc1nnc(-c2cccs2)n1CC	-3	-3%	-0.3%	-6	-1	1%	-7	-1	7%
CCN(C(=O)CSc1nc2ccccc2c(=O)n1C(C)COC)C1CCS(=O)(=O)C1 (stereo not drawn)	-6	-7%	1.3%	-19	1	-6%	-2	-8	-6%
N=c1c(S(=O)(=O)c2ccc(Cl)cc2)cc2c(=O)n3ccccc3nc2n1Cc1cccnc1	7	-1%	5.5%	-4	0	?	-2	-19	?
C#Cc1ccc([C@@H]2C=C(C(=O)N3CCOCC3)O[C@H](OCCCCO)C2)cc1	14	-1%	-3.3%	14	-3	0%	-15	2	-2%
O=C(CCc1nnc2ccc(NCc3ccco3)nn12)Nc1ccccn1	nt	-4%	5.5%	12	2	0%	-2	-4	-1%
Cc1ccc(-c2noc(-c3ccc(NCc4cccnc4)c([N+](=O)[O-])c3)n2)cc1	4	1%	-1.2%	-6	6	-1%	0	3	8%
Cc1ccc(/C=N/NC(=O)Cc2ccc(Cl)cc2)c(O)c1	-9	0%	2.6%	-8	1	-12%	-6	-4	?
CCc1cccc(NC(=O)CSc2ncccc2C(=O)Oc2ccccc2Cl)c1	12	-1%	4.7%	14	12	-7%	-12	-4	6%
Cc1cc(OCCCC(=O)NNC(=O)c2ccncc2)ccc1Cl	-1	-6%	0.4%	1	13	-1%	0	-2	-1%
O=C(CSc1nc(-c2ccco2)cc(C(F)(F)F)n1)NN1CCOCC1	6	-4%	1.6%	-5	4	2%	-7	-5	8%
Cc1ccc(S(=O)(=O)N(C)c2ccc(OCC(=O)OCc3cccc(Br)c3)cc2)cc1	nt	-6%	nt	nt	nt	-1%	-5	nt	-1%
O=C(COc1ccccc1C(=O)O)Nc1ccc(SC(F)F)cc1	4	1%	-0.8%	2	0	8%	3	-2	-23%
C=CCN(C(=O)CSc1nnnn1C)c1nc(-c2ccccc2)cs1	-1	2%	1.4%	1	5	-5%	-4	0	5%
COc1ccc(NC(=O)CCS(=O)(=O)c2ccccc2)c(OC)c1	-1	3%	-0.1%	1	-1	0%	0	-7	-22%
CCOC(=O)C1=C(CSc2nc(-c3ccncc3)ccc2C#N)OC(N)=C(C#N)C1c1cccnc1 (stereo not drawn)	9	4%	6.5%	14	2	-6%	0	-2	-11%
Cc1cccc(NC(=O)Nc2ccc(Br)cc2)n1	2&-3	-1%&3%	5.0%&0.7%	-2&-13	5&1	-7%&3%	-1&-1	-2&3	1%&-6%
Cc1cc(C)n2nc(SCc3cccc(S(=O)(=O)N(C)C)c3)nc2n1	1	-6%	22%	-11	11	1%	-4	-7	-1%
O=C(Oc1ccc(-c2nnco2)cc1)N(c1ccccc1)c1ccccc1	-5	-3%	-0.2%	-11	-1	3%	2	-3	-2%
